Compound activity (PubChem BioAssay)
Mtb FBA inh: inhibitors of M. tuberculosis fructose-bisphosphate aldolase | P9WQA3 | purified M. tuberculosis FBA, fluorescence read-out | inhibition, % at 1 µM | hit rate 2.3% among 360,000; in the data active means inhibition above about 27%;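 further: 0% = vehicle and 100% = reference inhibitor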
Target sequence (P9WQA3 whole entry, looked up): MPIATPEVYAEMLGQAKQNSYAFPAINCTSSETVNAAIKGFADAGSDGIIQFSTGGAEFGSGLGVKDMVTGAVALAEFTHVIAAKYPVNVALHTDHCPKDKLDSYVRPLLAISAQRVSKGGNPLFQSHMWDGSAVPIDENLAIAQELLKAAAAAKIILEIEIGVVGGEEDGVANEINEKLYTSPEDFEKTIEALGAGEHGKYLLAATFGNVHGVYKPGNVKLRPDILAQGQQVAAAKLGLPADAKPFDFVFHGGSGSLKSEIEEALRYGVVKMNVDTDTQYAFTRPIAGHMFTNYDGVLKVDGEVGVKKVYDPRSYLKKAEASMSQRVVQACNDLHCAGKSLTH
PfHsp40 yeast: restores yeast growth despite PfHsp40 toxicity | S. cerevisiae expressing PfHsp40, growth rescue, ATP luminescence | growth rescue, % at 12.5 µM | hit rate 0.68% among 340,000 | AID 504582; in the data active means growth rescue above about 28%, passing the limit was not always enough;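 further: yeast W303a lacking pdr1 and pdr3 grown in galactose medium; growth measured after three days at 30 °C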
Anthrax LF prot: blocks Bacillus anthracis lethal factor protease; inhibition, % at 10 µM; hit rate 0.12% among 360,000; multiplex microsphere protease cleavage assay, LF; P15917; further: plate controls were buffer without enzyme for full effect and enzyme alone for no effect
BoNT-F LC inh: blocks Botulinum neurotoxin F light chain protease. Multiplex microsphere protease cleavage assay, flow cytometry. inhibition, % at 10 µM. hit rate 0.22% among 360,000; in the data active means inhibition above about 35%, passing the limit was not always enough; further: plate controls were buffer without enzyme for full effect and enzyme alone for no effect
BoNT-A LC inh2: blocks Botulinum neurotoxin A light chain protease | multiplex microsphere protease substrate cleavage, flow cytometry | inhibition, % at 10 µM | hit rate 0.17% among 360,000; further: plate controls were buffer without enzyme for full effect and enzyme alone for no effect
FadD28 FP inh: blocks FadD28 binding to the bisubstrate probe. fluorescence polarization. inhibition, % at 12.5 µM. hit rate 0.22% among 360,000. AID 588549; in the data active means inhibition above about 8.5%, passing the limit was not always enough
GDH-TPI inh: counter-screen for M. tuberculosis FBA inhibitors: GDH-TPI coupled enzymes. hit rate 1.2% among 360,000. inhibition, % at 4.8 µM. GDH-TPI coupled enzyme counterscreen, NADH absorbance. AID 588335; in the data active means inhibition above about 30%;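 further: 0% = DMSO wells and 100% = wells lacking the enzyme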
Mtb BioA inh: inhibitors of Mycobacterium tuberculosis BioA enzyme; purified M. tuberculosis BioA enzyme, plate reader; inhibition, % at 9.99 µM; hit rate 0.096% among 360,000; in the data active means inhibition above about 40%
UGM FP inh: Mtb UDP-galactopyranose mutase inhibition | P9WIQ1 | purified UGM, fluorescence polarization probe displacement | inhibition, % at 10 µM | hit rate 0.06% among 320,000 | AID 504406; in the data active means inhibition above about 10%, passing the limit was not always enough
Target sequence (P9WIQ1 whole entry, looked up): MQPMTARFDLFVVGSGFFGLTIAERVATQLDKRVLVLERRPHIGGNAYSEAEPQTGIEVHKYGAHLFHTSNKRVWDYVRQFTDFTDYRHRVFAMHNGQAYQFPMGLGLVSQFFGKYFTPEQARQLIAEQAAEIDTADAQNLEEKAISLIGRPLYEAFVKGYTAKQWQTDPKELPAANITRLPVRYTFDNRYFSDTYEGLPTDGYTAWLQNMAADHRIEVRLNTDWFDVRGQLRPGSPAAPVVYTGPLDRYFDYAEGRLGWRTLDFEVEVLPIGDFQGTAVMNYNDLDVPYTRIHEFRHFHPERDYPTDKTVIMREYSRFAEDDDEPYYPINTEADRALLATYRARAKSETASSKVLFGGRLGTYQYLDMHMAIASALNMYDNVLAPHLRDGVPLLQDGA
Numbers without * were called inactive; . = not tested or not shown; + = active, no number. Unless noted, no stated cut-off is given here; in the data, active means inhibition above about 30%; inconclusive means no clear call, values can overlap the other calls; inactive means below that.

SMILES	Mtb FBA inh	PfHsp40 yeast	Anthrax LF prot	BoNT-F LC inh	BoNT-A LC inh2	FadD28 FP inh	GDH-TPI inh	Mtb BioA inh	UGM FP inh
COc1ccc2oc3cc(C)[n+]([O-])c(-c4ccc(C)cc4)c3c2c1	6	1.3	3	0	0.7	-3.2	13	1.2	1.6
CCCC(C(=O)NCc1ccc(OC)cc1)N(Cc1ccco1)C(=O)c1snc(C(N)=O)c1N (configuration not stated)	5	-0.9	3	-3	-0.4	-3.4	14	-1.0	-1.1
O=C(NCCc1ccc2c(c1)OCCO2)c1cccc(F)c1	0	-0.3	1	-2	-0.2	-0.6	6	.	0.4
COc1cc2cc(-c3ccc(OC)c(OC)c3C)nc(N)c2cc1OC	18	.	.	.	.	0.4	8	1.0	-0.5
O=C(O)CSc1nnc(COc2cccc3ccccc23)o1	-1	-0.3	-2	16	0.2	-0.7	17	-1.6	4.0
CCOc1nc(-c2ccc(Cl)cc2Cl)ccc1C#N	-4	-2.2	-32	-15	-2.0	-2.3	-1	-0.8	-0.2
Cn1cc(CCC(=O)N2CCCC(CCC(=O)NCc3ccccc3F)C2)cn1 (configuration not stated)	1	-1.7	-1	-3	-1.1	-1.4	14	-0.5	2.1
Cc1ccc(NC(NC(=O)c2ccccn2)C(Cl)(Cl)Cl)cc1 (configuration not stated)	-1	2.4	2	-10	-0.4	-0.4	2	0.1	-0.3
Nc1nn2cc(-c3ccc(Br)cc3)nc2c2ccccc12	146*	91*	-4	-5	-0.7	-2.6	8	4.0	4.4
Cc1ccc(OCCCC(=O)Nc2nncs2)cc1	3	-0.7	0	5	-1.4	-0.3	7	0.5	-0.4
Fc1ccc(C2=CC(c3ccco3)n3ncnc3N2)cc1 (configuration not stated)	113*	2.3	0	-5	-0.2	-2.0	19	-19	2.2
O=C(CN1CCCCC1)Nc1c2c(nc3ccccc13)N(c1ccccc1)CC2	80*	-2.6	-7	2	0.9	-1.4	3	.	-0.5
CC(C)C(=O)Nc1ncc(Cc2ccc(Cl)cc2)s1	3	4.5	-9	-9	-1.5	0.1	1	.	1.1
CC1(C(=O)NCc2ccccn2)CCN1C(=O)Cc1ccc(Cl)cc1Cl (configuration not stated)	-1	.	-1	-3	-0.3	-1.6	8	-2.0	.
C[C@@H]1CNC(=O)c2c(C(=O)N[C@@H](Cc3c[nH]c4ccccc34)C(=O)OC(C)(C)C)ncn21	0	.	-2	0	0.2	-1.3	4	2.3	.
COc1ccc(CNC(=O)Nc2cc(C)cc(C)c2)cc1	-7	-0.4	-16	-1	0.0	-3.4	-2	.	4.1
Nc1nc(SCC(=O)O)[nH]c(=O)c1NC(=O)c1ccco1	0	-1.8	-1	-6	-2.3	-3.0	-5	-0.4	1.8
Cc1ccc2c(c1)-c1c(ssc1=S)C(C)(C)N2C(=O)CSc1nncn1C	-1	0.2	6	-9	0.2	-2.2	12	1.7	-1.0
CCOC(=O)C(C(C)=O)C(c1ccc(OC)cc1)C(C(C)=O)C(=O)OCC (configuration not stated)	-7	1.3	0	-27	-0.5	-3.7	7	-0.5	1.6
O=C(CNC(=O)c1ccc(S(=O)(=O)N2CCCCC2)cc1)N/N=C/c1ccco1	-5	0.4	-3	-13	-1.8	-0.6	1	.	-1.1
O=C(NN=C1CCCCCCC1)c1ccccn1	-4	-1.2	-6	-4	-0.4	-2.5	2	0.8	0.3
Cc1ccc(NC(=O)c2ccccc2)cc1-n1cnnn1	-3	-0.4	-1	-6	-2.0	-1.6	1	.	-0.6
NS(=O)(=O)c1ccc(CCNC(=O)c2cc(-c3ccc(Br)cc3)nc3ccccc23)cc1	6	-0.9	-1	-6	-0.2	-2.2	7	.	-1.9
COc1cc(OC)c(OC)cc1/C=N/NC(=S)NCCN1CCOCC1	14	-1.0	-6	19	2.5	-0.9	24	.	-1.8
CCCCC(=O)N(C)c1c(CC)nc2c(OCC(=O)N3CCOCC3)cccn12	0	.	1	3	0.2	-5.0	-7	-0.5	.
(further entries)
SMILES	Mtb FBA inh	PfHsp40 yeast	Anthrax LF prot	BoNT-F LC inh	BoNT-A LC inh2	FadD28 FP inh	GDH-TPI inh	Mtb BioA inh	UGM FP inh
CC(=O)N1c2ccc(S(=O)(=O)N3CCCC3)cc2CC1C(=O)NCc1ccc(N(C)C)cc1 (configuration not stated)	1	-1.3	0	0	0.5	-1.3	8	-1.0	-2.7
COc1ccccc1NC(=O)c1ccc(CN2CCOCC2)cc1	1	11	-2	-4	-0.7	-1.7	0	-3.0	2.6
CN1CCN(C(=O)c2ccc3c(c2)N(Cc2ccc(F)cc2)C(=O)c2ccccc2S3=O)CC1 (configuration not stated)	-1	-0.4	-6	-12	0.5	1.6	-8	1.4	-0.7
CCOC(=O)COc1ccccc1C(=O)c1cnn(-c2ccccc2)c1	8	-0.1	-2	-27	0.7	-3.0	2	-1.1	0.1
COCc1cc(C)nc(SCC(=O)Nc2nc(C)cs2)c1C#N	2	-1.4	-2	8	1.2	-0.9	7	-0.1	2.6
COc1ccc(NC(=O)c2ccc3c(c2)C(=O)N(Cc2cccnc2)C3=O)c(OC)c1	0	0.4	-1	-21	0.0	-3.0	0	0.2	-2.9
COc1ccc(CC(N)c2csc(NC(=O)Nc3ccccc3C(C)(C)C)n2)cc1 (configuration not stated)	0	.	2	-12	-0.3	-6.4	-2	-0.6	.
CS(=O)(=O)N1CCC(C(=O)NCc2ccco2)CC1	-2	1.8	2	4	0.6	0.1	0	-2.0	-0.1
Cc1cc(OC(=O)c2cc(Cl)nc3ccccc23)ccc1Cl	3	0.5	-15	-8	-0.9	-0.4	6	-3.4	-0.2
COc1cccc(-c2cc(C(=O)N3CCN(C(c4ccccc4)c4ccccc4)CC3)no2)c1	-1	-0.8	-4	-2	0.2	-3.6	14	-1.0	1.5
O=C(N/N=C\c1c[nH]c2ccccc12)c1ccc(O)cc1	0	-1.8	-12	-42	-0.9	-3.0	32*	-1.4	0.2
N=c1c(C(=O)NC2CCCC2)cc2c(=O)n3ccccc3nc2n1CC1CCCO1 (configuration not stated)	+	-1.3	-3	-22	-5.9	-1.8	10	.	-2.5
COC(=O)C1=C(C(=O)c2ccc(C)cc2)C(c2ccccc2)n2nnnc2N1 (configuration not stated)	0	-1.3	-6	-13	-0.7	-1.1	12	-0.2	-1.7
COc1ccccc1CNC(=O)Cn1cccc1C(=O)c1ccccc1C	0	-1.0	-2	-5	-4.0	0.7	10	-1.7	1.2
COC(=O)c1cc(NC(=O)COC(=O)CN2C(=O)C3CC=CCC3C2=O)cc(C(=O)OC)c1 (configuration not stated)	-1	0.5	-6	-5	4.4	-0.4	-4	-0.2	.
O=C(COC(=O)c1cc[n+]([O-])cc1)Nc1ccc(F)c([N+](=O)[O-])c1	2	0.5	-1	-5	-0.7	-1.5	1	.	-0.5
CSc1nc2c(c(=O)[nH]1)C(c1ccc(C(F)(F)F)cc1)CC(=O)N2 (configuration not stated)	0	-0.3	-7	-1	0.0	-0.5	-4	.	-1.1
COc1cccc(CCc2nnc(CCC(=O)NC(C)Cc3cccs3)o2)c1 (configuration not stated)	1	0.3	-5	0	-0.7	-0.5	11	-0.5	-1.3
CN1CCN(S(=O)(=O)c2ccc3c4c(cccc24)C(=O)N3)CC1	20	0.3	-9	-1	0.1	-3.5	22	1.6	0.1
CC(C)CNC(=S)NC(=O)c1ccccc1Cl	2	2.8	-2	-2	-0.3	-2.0	4	.	-0.3
CCOc1cccc(NC(=O)CSc2sc3c(O)cc(=O)[nH]c3c2C#N)c1	2	7.2	0	0	0.6	-1.4	15	-0.5	-0.2
COc1ccc(CCn2c(=N)c(C(=O)NCc3ccco3)cc3c(=O)n4ccccc4nc32)cc1	7	1.1	4	2	2.0	-3.7	-1	3.1	-0.5
CC12CCC(=O)N1C(C(=O)NNC(=O)COc1ccc(Br)cc1)CS2 (configuration not stated)	2	0.9	1	10	5.7	-0.7	-7	-0.2	-2.4
O=C(CCS(=O)(=O)c1ccc2c(c1)NC(=O)CO2)NCCc1ccccc1	0	-0.3	0	6	-0.3	-0.8	8	-1.7	0.2
CC(=O)c1c(O)c2ccccc2n(C)c1=O	0	8.6	5	0	-0.5	0.1	8	.	1.3

By substructure, those above with a cyano group.
SMILES	Mtb FBA inh	PfHsp40 yeast	Anthrax LF prot	BoNT-F LC inh	BoNT-A LC inh2	FadD28 FP inh	GDH-TPI inh	Mtb BioA inh	UGM FP inh
CCOc1nc(-c2ccc(Cl)cc2Cl)ccc1C#N	-4	-2.2	-32	-15	-2.0	-2.3	-1	-0.8	-0.2
COCc1cc(C)nc(SCC(=O)Nc2nc(C)cs2)c1C#N	2	-1.4	-2	8	1.2	-0.9	7	-0.1	2.6
CCOc1cccc(NC(=O)CSc2sc3c(O)cc(=O)[nH]c3c2C#N)c1	2	7.2	0	0	0.6	-1.4	15	-0.5	-0.2

New compounds follow
SMILES	Mtb FBA inh	PfHsp40 yeast	Anthrax LF prot	BoNT-F LC inh	BoNT-A LC inh2	FadD28 FP inh	GDH-TPI inh	Mtb BioA inh	UGM FP inh
O=S(=O)(NCCSc1nnnn1-c1ccccc1)c1cccs1	-1	0.7	6	-28	0.1	-4.7	9	-1.3	1.3
COC(=O)CCCC1=CC2=C(c3ccccc3)C(=O)C(C)(OC(=O)C3CCCC3)C(=O)C2=CN1C(CO)CO (configuration not stated)	5	-0.1	7	-10	1.4	-0.7	13	-1.6	0.8
CN(C)S(=O)(=O)c1cccc(NC(=O)c2cc3c(cc2Cl)N2CCCCCC2=NS3(=O)=O)c1	4	0.0	0	5	0.0	-1.9	3	.	1.4
COc1cc(/C=N/NC(=O)Nc2cccc3nsnc23)cc(OC)c1OC	4	0.8	-7	5	1.2	0.2	20	.	.
Cc1ccc(F)cc1-c1nc(NC(C)C)nc2cc(-c3ccccc3)sc12	6	.	11	4	12	-1.0	7	-0.4	.
C=CC[C@@H](CC(=O)N[C@H](CO)Cc1ccccc1)C(=O)N[C@H](COC(=O)[C@@H](CC=C)Cc1ccc(F)cc1)C(C)(C)C	1	3.8	4	-1	-1.1	-1.3	13	0.5	-2.0
COc1ccc(C(C)(C)C)cc1NC(=O)c1cc(S(=O)(=O)N(C)C)ccc1N1CCCC1	-2	-1.0	-9	-20	-2.7	-3.7	-2	-0.8	.
CC(=O)Nc1ccc(SCCN2CC[C@@H](C)CCC2=O)cc1	2	0.4	9	4	0.0	0.4	0	-0.1	0.1
CCOC(=O)C1C(C(=O)OC)=C(C2=CCCCC2)c2ccccc2N1S(=O)(=O)C(F)(F)F (configuration not stated)	0	-1.1	-5	-3	-0.3	-2.0	5	1.4	.
O=C(NCC(c1ccco1)N1CCCCC1)c1ccc(S(=O)(=O)Nc2ccccc2)cc1 (configuration not stated)	2	-0.2	0	3	1.0	-2.3	7	.	-1.4
Cc1ccc(/C=N/NC(=S)Nc2cccc(S(=O)(=O)N(C)C)c2)o1	2	4.5	0	-14	-1.1	-0.7	56*	1.6	-0.8
CC(C)=CCOc1ccc([C@@H]2COc3c(ccc4c3C=CC(C)(C)O4)C2)c(O)c1	-1	-0.4	5	1	-0.2	0.2	1	0.7	2.9
Cc1ccccc1CN1CC2=C(CCN(Cc3ccccc3)C2=O)N2CCN=C12	0	.	-4	9	0.0	-2.8	.	.	.
CCOC(=O)CN1C(=N)N(c2nc(NC(C)C)nc(NC(C)C)n2)CC1=O	3	-0.4	4	0	-0.8	0.0	9	-5.2	-1.0
O=S(=O)(c1cc(Cl)ccc1Cl)N1CCCC1	2	-1.3	0	1	-0.6	-1.3	0	-0.6	-0.9
Cc1c(N2C(=O)/C(=C\c3cccc4ccccc34)SC2=S)c(=O)n(-c2ccccc2)n1C	2	-0.9	23	15	21	0.0	20	-0.7	-0.2
CCN(CC)C(=O)c1cccc(-c2csc(C(C)(NC(C)=O)c3ccc(OC)cc3)n2)c1 (configuration not stated)	-1	.	-6	-3	-0.3	-5.2	-16	0.9	.
O=C(c1cc(-c2ccco2)on1)N1CCc2ccccc2C1	5	-2.5	-1	-6	0.4	-0.5	-1	2.0	-2.3
